S3 lipid droplet – qHTS Assay for Lipid Storage Modulators in Drosophila S3 Cells; Drosophila S3 cells, BODIPY lipid droplet fluorescence, 18-24 h; cells fed with added oleic acid; Potency in µM for hits, for the others lipid storage change, negative = inhibition, % at the top dose, mostly 46.1 µM; hit rate 0.64% among 320,000; AID 2685, 2010; active = well fitted inhibition curve with a large enough effect in the signal ratio, with a control signal flat, not every such curve was filed as active; inconclusive = small, poorly fitted or top-dose-only effect, or effect the other way, or a change in a side signal; the % refers to the signal ratio
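Drosophila S3 cells got compounds at several concentrations plus oleic acid (400 uM solution). Laser-scanning cytometry with 488 nm excitation read lipid droplets at 500-530 nm and cells at 575-640 nm. Percent activity was relative to 20 uM Triacsin C.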
S3 lipid droplet cell count max – second read-out of S3 lipid droplet, no call of its own (marks repeat the call); cell number change, %; measured here: cell count max response;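 cells counted by Cell Tracker Red CMTPX staining in the red channel; peak over a dose series mostly up to 46.1 µM; percent activity relative to internal control wells on each plate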
* marks the source's active call; other numbers are inactive results; i = inactive; ? = inconclusive; · = no result given; [ ] = another dose, or the depositor's remark. % is scaled to controls: 0 for no effect and ±100 for the full control effect; potency is read from the fitted curve at half-maximal effect. A portion of the library; count on the stated rates, not on these rows.

SMILES	S3 lipid droplet	S3 lipid droplet cell count max
Cc1ccc(S(=O)(=O)N/N=C\c2cc([N+](=O)[O-])ccc2Cl)cc1	?	·
CCC(c1nnnn1C(C)(C)C)N1CCN(c2cc(Cl)ccc2C)CC1 (configuration not stated)	27%	-7
Cc1nc(SCc2ccccc2)c([N+](=O)[O-])[nH]1	?	·
O=C(/C=C/c1ccc(OC2CSC2)cc1)c1ccc(Cl)cc1	?	·
O=S(=O)(Nn1c(O)c(C=C2N=c3ccccc3=N2)sc1=S)c1ccccc1	0%	-1
CCCCn1c(=O)[nH]c(=O)c2c1nc(COc1ccc(C#N)cc1)n2CCC	?	·
CC(C)C(C(=O)NCc1ccco1)N(CC1CCCO1)C(=O)CNS(=O)(=O)c1ccc(F)cc1 (configuration not stated)	?	·
CC1(C)CC(=O)c2sc(NC(=O)CN3CCCCC3)nc2C1	?	·
COC1CCN(C(=O)C2CCC(=O)N(C3CCCCCC3)C2)CC1 (configuration not stated)	?	·
CCC1C(C#N)=C(SC)NC2=C1C(=O)CC(C)(C)C2 (configuration not stated)	?	·
CC1CCCCN1CCn1c(=S)[nH]c2ncccc2c1=O (configuration not stated)	4%	2
Cc1ccc(C(=O)Nc2cccc(NC(=O)c3ccc(C)c([N+](=O)[O-])c3)n2)cc1[N+](=O)[O-]	?	·
NC(=O)c1ccc(NC(=O)COC(=O)c2c[nH]c3ccccc23)cc1	?	·
N#CCN1C(=S)N=C(Nc2cccc(Cl)c2)C12CCCCC2	-22%	-1
CCN(CCNC(=O)C1CCN(S(=O)(=O)c2cccc3cccnc23)CC1)c1ccccc1	?	·
CCC1C(=O)NCCN1C(=O)c1ccc(OC)c(OC2CCN(C(C)=O)CC2)c1 (configuration not stated)	11%	18
O=C(Cn1nc(CNc2ccc(Cl)cc2)[n+]2c1CCCCC2)c1ccccc1	-17%	-6
CCOC(=O)C1Cn2c(nc3c(c2=O)C2(CCCC2)Cc2ccccc2-3)S1 (configuration not stated)	?	·
Cc1nnc(SCc2ccccc2)[nH]c1=O	0%	-12
CC(C)c1ccc(N(C(=O)CNC(=O)c2ccco2)C(C(=O)NC2CCCC2)c2cccnc2)cc1 (configuration not stated)	?	·
COc1ccc(N2C3=[N+](CCCC3)CC2(C)O)cc1 (configuration not stated)	?	·
CCOc1ccc(OCc2ccc(C(=O)NN)o2)cc1	17%	5
Cc1ccc(-c2c(C#N)c(N)n(-c3ccccc3)c(=O)c2C#N)cc1	?	·
O=C(c1cccc(S(=O)(=O)N2CCCCC2)c1)N1CCOCC1	?	·
Cc1ccc(NC(=O)CSc2ccc(-c3ccc(-n4cccn4)cc3)nn2)c(C)c1	-1%[0.0737 µM]	10
C=CCNCC(=O)Nc1ccccc1SCC(=O)Nc1ccsc1C(=O)OC	i	-3
CCc1ccc(S(=O)(=O)Nc2ccc(-c3ccc4nncn4n3)cc2)s1	7%	-11
CCC(=O)N1CCC(NC(=O)Nc2ccc(OC(F)(F)F)cc2)CC1	?	·
COC(=O)CCC(=O)NC(=S)Nc1ccc(S(=O)(=O)Nc2cc(OC)nc(OC)n2)cc1	?	·
COc1ccc(N(C(=O)COc2ccccc2)C2C=CS(=O)(=O)C2)cc1 (configuration not stated)	?	·
COc1ccccc1N(CC(=O)N1CCc2ccccc2C1)S(C)(=O)=O	1%	4
Cc1ccc(C2=N/C(=C\N3CCCCC3)C(=O)O2)cc1	?	·
CCC(C)c1ccc(OCC(=O)Nc2ccc(Cl)cn2)cc1 (configuration not stated)	?	·
CCN(CC)S(=O)(=O)c1ccc(/C=C/C(=O)N(c2ccccn2)C2CCCCC2)cc1	13%	6
Cc1cc(O)c(C(C)C)cc1N=Cc1cc([N+](=O)[O-])ccc1O	-16%	6
CCOc1ccc(C(=O)Nc2ccc(CN3CCOCC3)cc2)cc1Cl	?	·
Cc1ccc(-c2nn(-c3ccccc3)cc2C(=O)Nc2ccc(C(=O)O)cc2)cc1	i	·
CC1CCC2(CC1)NC(=O)N(CC(=O)c1ccc[nH]1)C2=O (configuration not stated)	?	·
CCOC(=O)c1cc2c(ccn2C)n1Cc1cc(C)ccc1C	-10%	-7
C=CCc1cccc(/C=N/NC(=O)C[n+]2ccccc2)c1O	?	·
N#Cc1c(C(F)(F)F)cc(-c2ccc(Cl)c(Cl)c2)nc1SCCN1CCOCC1	?	·
CCc1cccc2c(C(=O)CN3C(=O)NC4(CCCCCC4)C3=O)c[nH]c12	?	·
COC(=O)c1ccccc1Sc1snnc1C	?	·
Cc1ccc(O)c(NC(=O)c2cc3nc4c(c(C(F)(F)F)n3n2)CCc2ccccc2-4)c1	13%	11
CCOC(=O)C1CCCc2c1[nH]c1ccc(Cl)cc21 (configuration not stated)	7%	-11
NC(=O)CCSC(=S)N1CCOCC1	?	·
COc1ccc(CNC(=O)C(NC(C)=O)C(=O)Nc2ccc(OC)cc2)cc1 (configuration not stated)	?	·
Cc1nc2cc(-c3ccc(Br)cc3)[nH]n2c(=O)c1Cl	?	·
COC(=O)c1cc(Nc2cc(C)nc3ncnn23)cc(C(=O)OC)c1	14%	9
O=C1c2ccccc2C(=O)N1CCCc1c[nH]c2ccc(Cl)cc12	-12%	-14
O=C(CCN1CCc2ccccc21)c1ccc2c(c1)OCCO2	?	·
O=c1c2ccccc2c(C=NC2CCN(Cc3ccccc3)CC2)c(O)n1Cc1ccc2c(c1)OCO2	?	·
O=C(Nc1ccc2c(c1)Cc1ccccc1-2)c1ccc(Br)o1	?	·
Cn1c(CNC(=O)C2CCC(=O)N(CCc3cccc(F)c3)C2)nc2ccccc21 (configuration not stated)	158%	-19
CN1CC2(C(=O)c3ccccc3)CN(C)CC(C(=O)c3ccccc3)(C1)C2	?	·
O=C(CCCOc1ccccc1)N1CCCc2ccccc21	10%	·
Cc1cc2c(c(=O)n1CCN(C)C)C(c1ccc(Br)cc1)C(C#N)=C(N)O2 (configuration not stated)	?	·
O=C(CC1C(=O)NCCN1Cc1ccc(F)c(F)c1)NCCn1cccn1 (configuration not stated)	-10%	-7
CN(CC(=O)NC(=O)NC1CCCCC1)CC(=O)Nc1ccc(Cl)cc1	?	·
COc1ccc(CCNC(=O)C(=O)NCC2OCCN2S(=O)(=O)c2cc(F)ccc2F)cc1 (configuration not stated)	?	·

Fetched by structure from the list above, six records:
SMILES	S3 lipid droplet	S3 lipid droplet cell count max
CC1(C)CC(=O)c2sc(NC(=O)CN3CCCCC3)nc2C1	?	·
CCc1ccc(S(=O)(=O)Nc2ccc(-c3ccc4nncn4n3)cc2)s1	7%	-11
CCOc1ccc(C(=O)Nc2ccc(CN3CCOCC3)cc2)cc1Cl	?	·
Cc1ccc(NC(=O)CSc2ccc(-c3ccc(-n4cccn4)cc3)nn2)c(C)c1	-1%[0.0737 µM]	10
Cc1cc(O)c(C(C)C)cc1N=Cc1cc([N+](=O)[O-])ccc1O	-16%	6
O=C1c2ccccc2C(=O)N1CCCc1c[nH]c2ccc(Cl)cc12	-12%	-14

Other structures
SMILES	S3 lipid droplet	S3 lipid droplet cell count max
N#Cc1nc(-c2ccc(F)cc2)oc1N1CCN(C(=O)c2ccco2)CC1	?	·
O=C(CNS(=O)(=O)c1cccc2nsnc12)NC1CCCCC1	?	·
CCOC(=O)c1cc(C)sc1NC(=O)CSC1=NCCS1	-12%	-4
O=C(COc1ccccc1Cl)Nc1cc(Cl)ccc1Oc1ccccc1	?	·
CCc1ccccc1NC(=O)c1cccc(N2C(=O)C3C4CCC(C4)C3C2=O)c1 (configuration not stated)	-19%	-29
Cc1nc(N=C(N)N)nc2ccccc12	-5%	13
O=C(/C(=C/c1ccc(Cl)cc1)c1nc2ccccc2[nH]1)c1ccccc1	?	·
CC(=O)N/C(=C\c1ccccc1)C(=O)OCC(=O)Nc1cc(S(=O)(=O)N(C)C)ccc1Cl	?	·
O=C(O)c1ccc(COc2ccc3ccccc3c2/C=C2/NC(=O)N(c3ccccc3)C2=O)cc1	-18%	-23
O=C(Oc1ccccc1-c1csnn1)c1cccs1	?	·
O=C(NC12CC3CC(CC(C3)C1)C2)C1CC(=O)N(c2ccccc2)C1 (configuration not stated)	?	·
Nc1c(Cl)cc(S(N)(=O)=O)cc1S(N)(=O)=O	2%	1
C#CCn1c(=NC(=O)c2ccc(S(=O)(=O)N3CCCc4ccccc43)cc2)sc2cc(S(N)(=O)=O)ccc21	?	·
Cc1nc2nc(SCC(=O)N3CCOCC3)nn2c(C)c1Cc1c(F)cccc1Cl	i	·
CC(C)(C)C(=O)CNS(=O)(=O)c1ccc(S(=O)(=O)NC2CC2)cc1	-22%	9
CCOc1ccccc1N1CCN(C(=O)C2CSC3(C)CCC(=O)N23)CC1 (configuration not stated)	-5%	7
COc1cc(CN(C)Cc2cc(=O)n3ccsc3n2)ccc1OC(F)F	-14%	5
COc1ccccc1-c1cn[nH]c1-c1ccc(OCC(=O)NN)cc1O	-1%	3
C=CCOC(=O)C1=C(C)N(C)C(=O)NC1c1cc2c(cc1Br)OCO2 (configuration not stated)	?	·
COc1ccccc1NC(=O)CSc1nnc(C)s1	?	·

7 of these compounds, reformatted.
Screens in order – S3 lipid droplet | S3 lipid droplet cell count max
> CCc1ccccc1NC(=O)c1cccc(N2C(=O)C3C4CCC(C4)C3C2=O)c1 (configuration not stated)
  -19% | -29
> CC(=O)N/C(=C\c1ccccc1)C(=O)OCC(=O)Nc1cc(S(=O)(=O)N(C)C)ccc1Cl
  ? | ·
> N#Cc1nc(-c2ccc(F)cc2)oc1N1CCN(C(=O)c2ccco2)CC1
  ? | ·
> O=C(O)c1ccc(COc2ccc3ccccc3c2/C=C2/NC(=O)N(c3ccccc3)C2=O)cc1
  -18% | -23
> C=CCOC(=O)C1=C(C)N(C)C(=O)NC1c1cc2c(cc1Br)OCO2 (configuration not stated)
  ? | ·
> O=C(COc1ccccc1Cl)Nc1cc(Cl)ccc1Oc1ccccc1
  ? | ·
> C#CCn1c(=NC(=O)c2ccc(S(=O)(=O)N3CCCc4ccccc43)cc2)sc2cc(S(N)(=O)=O)ccc21
  ? | ·

(more compounds)
SMILES	S3 lipid droplet	S3 lipid droplet cell count max
O=C(Cn1cnc(S(=O)(=O)N2CCCCC2)c1)N1CCN(c2ccc([N+](=O)[O-])cc2)CC1	i	-2
O=C1c2ccccc2C(Nc2ccc3c(c2)OCCO3)N1Cc1ccc2c(c1)OCO2 (configuration not stated)	?	·
CN(C)c1ccc(NC(=O)Nc2ccc3snnc3c2)cc1	?	·
Cc1ccc(NC(=S)N2CCN(C(=O)C3CCCO3)CC2)cc1 (configuration not stated)	i	5
CC(C)(C)c1ccc(C2=CSC3=NCCN23)cc1	?	·
CSC1=N/C(=C\c2ccc(F)cc2)C(=O)S1	13%	8
CCc1noc(C)c1C(=O)Nc1cc(S(=O)(=O)N2CCOCC2)ccc1OC(C)C	?	·
CCOc1ccc(CN(C)C(=O)Cc2c[nH]c3ccccc23)cc1	?	·
O=C(Cn1c(=O)n(CC(=O)N2CCCCC2)c(=O)c2sccc21)NCc1ccccc1	?	·
COc1ccccc1CNc1ccc(N2CCCCC2)cc1	?	·
CCCCSc1nc2sc3c(c2c(=O)[nH]1)CC(C)(CC)OC3 (configuration not stated)	9%	18
CCCC[C@H]1COCCS(=O)(=O)N1Cc1ccc(Br)cc1	?	·
Cn1cc(S(=O)(=O)Nc2cccc(F)c2)c(=O)n(C)c1=O	?	·
O=C(Nc1cccc(NC(=O)c2cccs2)c1)c1ccc2c(c1)OCCO2	25%	0
Cc1csc(Nc2nc(N)c(C(=O)Nc3ccccc3)o2)n1	?	·
COc1ccc(N2CCN(c3oc(-c4ccc(OC)c(OC)c4)nc3C#N)CC2)cc1	?	·
CCC(=O)c1cn(CC(=O)Nc2ccc(OC)cc2)c2ccccc12	?	·
COC(=O)c1ccccc1NC(=S)NC(=O)c1ccc2ccccc2c1	23%	22
COc1ccccc1C(=O)NCCC(=O)N(Cc1ccco1)Cc1cccs1	12%	-15
CCN(C(=O)COC(=O)c1cccs1)c1c(N)n(Cc2ccccc2)c(=O)[nH]c1=O	?	·
O=C(Nc1ccccc1C(=O)NCCCn1ccnc1)c1ccccc1	?	·
CC1CCN(CCCNS(=O)(=O)c2ccc3c(c2)CCN3C(=O)C2CC2)CC1	?	·
Cc1ccc(/C=N/Nc2nnc(Cl)c3ccccc23)cc1	?	·
CC(C)(C)[C@H]1C=C(C(=O)N2CCOCC2)O[C@@H](OCCCCO)C1	?	·
O=C(Nc1ccccc1)c1ccc2nsnc2c1	?	·
CCOc1ccc(S(=O)(=O)Nc2nc3ccccc3nc2Cl)cc1	?	·
COC(=O)CCC(=O)Nc1ccc(Br)cc1	-11%	-3
CCCCC(CC)COC(=O)c1ccc(N(C)C)cc1 (configuration not stated)	?	·
Cc1ccc(NC(=O)c2nc[nH]c2C(=O)Nc2ccc(C)cc2)cc1	10%	2
COc1ccc(CN(C)CC(=O)Nc2ccccc2C(=O)NC2CC2)cc1OC	16%	14
COc1ccc(/C=C/C(=O)NCCCn2ccnc2)cc1	?	·
COc1cc(NC(=O)c2ccccc2Cl)ccc1NC(=O)c1ccco1	-22%	-15
CN1C(=O)OC(C)(CCc2ccccc2)C1(C)O (configuration not stated)	-1%	·
CCS(=O)(=O)c1ccc(O)c(NC(=O)COc2ccc(Cl)cc2)c1	?	·
CC1Cc2nc(SCC(=O)NCc3ccccc3)n(Cc3ccccc3)c(=O)c2S1 (configuration not stated)	i	·
CCn1c(SCC(=O)NCc2ccco2)nc2ccccc2c1=O	14%	7
COc1ccc(NC(=O)c2cc(C)on2)cc1OC	i	5
Cc1nn2c(CN(C(=O)CN3CCOCC3)c3ccccc3)nnc2c2ccccc12	-6%	-5
COc1ccc(NC(=O)C2CC(c3ccccc3O)=NO2)cc1OC (configuration not stated)	i	·
COc1cccc2cc(C(=O)NCCC3=CCCCC3)c(=O)oc12	?	·
